Yeast life ext = extends the lifespan of yeast. AID 775. actives 0.68% (n = 130,000). S. cerevisiae growth with nicotinamide, OD615; deaD strain in restrictive glucose medium. inhibition of the nicotinamide effect, % at 10 µM;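 active = inhibition above a set limit, placed 3 SD over the median of all compounds, cut at about 26% in these data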;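 note: 0% = nicotinamide-treated wells and 100% = cells grown without nicotinamide; some compounds called inactive have numbers as strong as hits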
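Measured by: optical density (absorbance) at 615 nm; System: modified budding yeast, DeaD strain; Medium: restrictive CSMM-D dextrose medium; Timing: 4 h preincubation then 48 h treatment at 30 °C.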
Yeast growth inh = yeast BB579 growth reduction in restrictive medium; S. cerevisiae BB579 growth, OD615, 48 h; inhibition, % at 10 µM; actives 0.51% (n = 140,000); AID 804;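 active = inhibition above a set limit, 3 SD over the mean compound inhibition, cut at about 44% in these data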; note: inactives centre near -24
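Test system: S. cerevisiae DeaD strain BB579 yeast; Medium: restrictive CSMM-D medium; Compound: one dose, 10 µM compound with 0.25% DMSO; Incubation: 4 h cell preincubation, 48 h compound exposure, 30 °C humidified; Signal: OD at 615 nm; Benchmarks: amphotericin B at 10 µg/mL as positive control.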
NPY Y2 blocker = antagonists of human neuropeptide Y receptor Y2. P49146. NPY-Y2 expressing cells, antagonist mode. inhibition, % at 2.7 µM. actives 0.99% (n = 140,000). AID 793; in the data active = inhibition above about 17%;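 note: 0% = vehicle with agonist challenge and 100% = reference antagonist with challenge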
Target sequence (P49146 whole entry, looked up): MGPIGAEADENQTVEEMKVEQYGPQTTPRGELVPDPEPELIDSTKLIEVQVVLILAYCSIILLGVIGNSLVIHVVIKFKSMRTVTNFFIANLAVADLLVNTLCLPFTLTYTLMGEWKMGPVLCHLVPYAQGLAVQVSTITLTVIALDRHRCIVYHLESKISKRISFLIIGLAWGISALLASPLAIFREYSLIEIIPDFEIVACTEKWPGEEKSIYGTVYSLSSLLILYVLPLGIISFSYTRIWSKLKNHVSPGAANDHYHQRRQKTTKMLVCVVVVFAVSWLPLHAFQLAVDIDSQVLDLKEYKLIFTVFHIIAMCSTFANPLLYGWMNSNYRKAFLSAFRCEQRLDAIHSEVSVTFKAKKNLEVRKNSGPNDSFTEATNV
E-sel TNF inh = blocks E-selectin expression induced by TNF alpha. inhibition, % at 2 µM. AID 1246. HUVEC TNFa-induced E-selectin immunofluorescence, high content. actives 0.71% (n = 120,000);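 active = inhibition above the batch mean plus 3 SD, and confirmed as a hit on visual image review, cut at about 43% in these data; inconclusive = passes the inhibition cutoff but fails visual image review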;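 note: 0% = TNF-stimulated DMSO wells and 100% = unstimulated control wells; not every result past the cut was called active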
MRP-1 activ = MRP-1 activation; viability increase, % at 10 µM; actives 0.61% (n = 140,000); AID 799; H69AR cells + doxorubicin, viability rescue, CellTiter-Glo;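 active = viability gain under doxorubicin at or above a set limit, the compound median plus 3 SD, cut at about 4.7% in these data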;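 note: MRP-1 overexpressing cells given doxorubicin 25 µM after compound pretreatment; 18-22 h compound pretreatment then 72 h with doxorubicin before readout; 0% = doxorubicin-only wells and 100% = vehicle-treated cells without doxorubicin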
Measles CPE = protection of cells from measles virus; Measles virus-infected cells, CPE protection, absorbance; protection (pct of control), % at 4 µM; actives 1.5% (n = 140,000); AID 841; in the data active = protection mostly above about 24%, no sharp cut-off; inactive = mostly below about 26%; note: some compounds called inactive have numbers as strong as hits
GALR2 antag = GALR2 (human) receptor antagonism | GALR2-expressing cells, antagonist mode | inhibition, % at 4 µM | actives 0.39% (n = 140,000); in the data active = inhibition above about 27%;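 note: cells stimulated with galanin 1-16 at roughly its EC80; 0% = agonist challenge control and 100% = basal control without agonist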
Target sequence (O43603 whole entry, looked up): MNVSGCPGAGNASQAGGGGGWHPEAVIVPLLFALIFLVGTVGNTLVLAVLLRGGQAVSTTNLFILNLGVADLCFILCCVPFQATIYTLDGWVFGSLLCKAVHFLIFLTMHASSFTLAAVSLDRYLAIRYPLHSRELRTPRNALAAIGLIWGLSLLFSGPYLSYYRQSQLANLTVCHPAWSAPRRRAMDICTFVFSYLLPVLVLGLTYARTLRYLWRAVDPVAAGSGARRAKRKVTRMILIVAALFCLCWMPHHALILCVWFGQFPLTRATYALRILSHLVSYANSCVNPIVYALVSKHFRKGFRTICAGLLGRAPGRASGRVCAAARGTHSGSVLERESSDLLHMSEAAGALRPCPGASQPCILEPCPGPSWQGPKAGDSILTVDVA
HCT116 bCat-KO = beta-catenin-lacking colon tumor cell growth suppression; HCT116 beta-catenin knockout viability, CellTiter-Glo, 60 h; active compounds read low; viability, % at 10 µM; actives 1.5% (n = 140,000); AID 818;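 active = viability at or under a set limit, the compound median less 4 SD, cut at about 6% in these data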;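 note: 0% = Hyamine 1622 control at 20 µM and 100% = untreated cell control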
Phagocytosis inh = macrophage phagocytosis inhibition | J774A.1 macrophage IgG-bead phagocytosis, imaging | inhibition, % at 5 µM | actives 0.07% (n = 110,000) | AID 1029;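 active = inhibition above the mean of the plate negative controls plus 5 SD, cut at about 13% in these data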;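 note: phagocytic index as fraction of beads internalized from green versus red external bead signal; plate controls were DMSO negative control for no effect and cytochalasin-D positive control for full effect; some results beyond the cut were filed as inactive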
HCT116 PTEN-null = suppresses growth of cells with PTEN deletion. HCT116 PTEN-null viability, CellTiter-Glo, 60 h; active compounds read low. viability, % at 10 µM. actives 1.2% (n = 140,000). AID 827;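 active = viability at or below a set limit, 4 SD under the median of all tested compounds, cut at about 3.7% in these data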;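 note: PTEN knockout HCT116 line with beta catenin targeted HCT116 as companion control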
* hit, by the source's call; ? = inconclusive; nt = not tested or not shown.

Every second line gives: Yeast life ext | Yeast growth inh | NPY Y2 blocker | E-sel TNF inh | MRP-1 activ | Measles CPE | GALR2 antag | HCT116 bCat-KO | Phagocytosis inh | HCT116 PTEN-null
(1) CCOc1ccccc1C(=O)NC1CC2CCCC(C1)N2Cc1nnnn1Cc1ccco1 (centres undefined)
    -28 | -22 | 1 | -14 | -4.5 | 3 | -7 | 79 | 0 | 80
(2) Cc1ccsc1C(=O)OC1CCOC1=O (centres undefined)
    -4 | -62 | 1 | ? | -0.6 | 9 | -2 | 97 | 0 | 101
(3) Cc1ccc(N=C2NC(=O)c3cccc([N+](=O)[O-])c32)cc1
    0 | -21 | 4 | nt | -1.7 | 8 | 3 | 96 | -5 | 91
(4) Nc1cc(-c2ccccc2)nn1Cc1ccc(Cl)cc1
    -8 | -32 | 4 | -31 | 0.1 | 16 | -5 | 44 | 0 | 76
(5) O=C(CSCc1ccccc1)Nc1cccc(C(=O)Nc2ccccc2C(=O)O)c1
    -21 | 8 | 4 | -35 | -1.5 | 7 | -4 | 112 | nt | 106
(6) O=S(=O)(c1cccc(-c2csc(-c3ccccc3)n2)c1)N1CCOCC1
    -6 | -12 | 0 | 3 | -2.7 | 2 | -7 | 99 | -1 | 96
(7) CC(=O)Nc1ccc(S(=O)(=O)Nc2ccc(N3CCOCC3)c(F)c2)cc1
    -5 | -30 | 3 | nt | -1.1 | 15 | 9 | 101 | -1 | 99
(8) O=C(c1cncc(Br)c1)N1CCN(c2ccc([N+](=O)[O-])cc2)CC1
    -2 | -46 | 1 | nt | -2.3 | 8 | 12 | 89 | 1 | 84
(9) CCc1cc2c(NC(Cc3c[nH]c4ccccc34)C(=O)O)nc(C)nc2s1 (centres undefined)
    -1 | -9 | 1 | nt | -1.4 | 17 | 3 | 90 | -8 | 94
(10) Cc1ccc(S(=O)(=O)N2CCCC(c3nnc4n3-c3ccccc3SC4)C2)cc1 (centres undefined)
    -2 | -20 | 3 | -3 | -2.1 | 3 | -12 | 84 | nt | 84
(11) O=C(NCCCn1ccnc1)C(=O)NCc1ccccc1
    nt | 14 | -1 | -4 | -0.1 | 3 | -12 | 93 | nt | 96
(12) CC(C)C(OC(=O)C1CCCO1)C(=O)NC1CCCC1 (centres undefined)
    -13 | -22 | 3 | 12 | -1.6 | 2 | 3 | 104 | 0 | 110
(13) Cc1cc(=O)n2[nH]c(-c3ccccc3Cl)cc2n1
    4 | -29 | 0 | -15 | -3.8 | 2 | 8 | 78 | nt | 77
(14) CC(C)c1nc2sc3c(=O)[nH]cnc3c2c2c1CCC2
    -4 | -7 | 3 | nt | -0.1 | 7 | -7 | 99 | -15 | 109
(15) Fc1ccccc1CSc1ncnc2sc3c(c12)CCCC3
    -2 | -20 | 7 | nt | 0.5 | 8 | 0 | 82 | -7 | 91
(16) Nc1ccc(Cl)c(NC(=O)c2cccs2)c1
    -16 | -25 | -2 | 5 | -1.0 | 3 | -2 | 96 | 2 | 107
(17) Cc1cc(C)nc(SCC(=O)OCC(=O)Nc2nc3ccccc3s2)n1
    1 | -29 | 1 | nt | -3.6 | 19 | 6 | 85 | 2 | 89
(18) Cc1cc(O)ccc1N/C=C(\C#N)c1nc2ccccc2o1
    4 | -12 | -2 | -11 | -1.5 | 1 | 3 | 91 | 4 | 92
(19) Cc1cc2nnc(SC3CCCCN(C(=O)c4ccc(F)cc4)C3=O)n2c2ccccc12 (centres undefined)
    -8 | -21 | 6 | -32 | -4.7 | 14 | 4 | 95 | -1 | 103
(20) CCOc1ccc(-c2nnc(N)s2)cc1
    -9 | -51 | 2 | 11 | -0.2 | 8 | -11 | 95 | -6 | 103
(21) O=C(CSCc1ccc([N+](=O)[O-])cc1)NC1CC1
    1 | -13 | 2 | nt | 0.3 | 13 | -1 | 101 | 1 | 105
(22) O=C(Cn1c(=O)oc2ccccc21)NC(=O)NCc1ccco1
    -4 | -58 | -2 | -16 | -1.5 | 20 | 7 | 94 | 0 | 102
(23) CCOC(=O)c1ccc(N2C(=O)C(O)=C(C(C)=O)C2c2ccccn2)cc1 (centres undefined)
    -2 | -24 | 1 | -22 | -0.2 | 4 | -13 | 106 | -3 | 113
(24) CCOc1ccc(N2C(=O)C3C(c4ccccc4F)NN(C(=O)c4ccc(C)cc4)C3C2=O)cc1 (centres undefined)
    4 | -31 | 0 | -8 | -2.3 | 8 | 10 | 103 | nt | 103
(25) CCOC(=O)c1c(CN2CCC(C)CC2)oc2ccc(OC)cc12
    -11 | -8 | 10 | -12 | -1.6 | 21 | -10 | 80 | 1 | 82
(26) COc1ccc(-n2c3nc4ccccc4nc3c3c(=N)oc(C)nc32)cc1
    4 | -28 | 0 | nt | -1.4 | 10 | 0 | 95 | -7 | 111
(27) Cc1occc1C(=O)NNC1=CC(=O)CC(C)(C)C1
    2 | -35 | 2 | nt | -0.2 | 6 | 2 | 94 | 2 | 104
(28) CC1=C(C(=O)OCc2ccccc2)C(c2ccccc2OC(F)F)NC(=O)N1 (centres undefined)
    nt | -35 | 1 | -23 | -1.1 | 4 | 12 | 67 | -1 | 56
(29) Cc1ccc(C)c(C(=O)NCCN(C)C)c1
    -4 | -40 | 8 | -6 | -0.9 | 24 | -7 | 79 | -2 | 88
(30) CC(=O)Nc1cccc(OCC(=O)NC(C)C(C)C)c1 (centres undefined)
    23 | -34 | -2 | 10 | -0.2 | 1 | -5 | 94 | 2 | 113

Compounds 1–2, quoted:
Every second line gives: Yeast life ext | Yeast growth inh | NPY Y2 blocker | E-sel TNF inh | MRP-1 activ | Measles CPE | GALR2 antag | HCT116 bCat-KO | Phagocytosis inh | HCT116 PTEN-null
(1) CCOc1ccccc1C(=O)NC1CC2CCCC(C1)N2Cc1nnnn1Cc1ccco1 (centres undefined)
    -28 | -22 | 1 | -14 | -4.5 | 3 | -7 | 79 | 0 | 80
(2) Cc1ccsc1C(=O)OC1CCOC1=O (centres undefined)
    -4 | -62 | 1 | ? | -0.6 | 9 | -2 | 97 | 0 | 101

Next compounds follow:
Every second line gives: Yeast life ext | Yeast growth inh | NPY Y2 blocker | E-sel TNF inh | MRP-1 activ | Measles CPE | GALR2 antag | HCT116 bCat-KO | Phagocytosis inh | HCT116 PTEN-null
(31) c1ccc(-c2ccccc2-c2nc(-c3ccncc3)no2)cc1
    -14 | -15 | 7 | -5 | 0.6 | 6 | -27 | 98 | 5 | 90
(32) Cc1cc(C(=O)NCCCC(=O)O)c(C)o1
    -7 | 4 | 2 | 13 | -0.1 | 12 | -3 | 97 | -2 | 107
(33) CCN1C(=O)[C@H]2[C@H]3[C@H](O)[C@H](O)C/C(=N\O[C@H](C)c4cn([C@H](CO)Cc5ccccc5)nn4)[C@@H]3CC[C@H]2C1=O
    0 | -17 | 0 | nt | -0.6 | 2 | 4 | 101 | nt | 107
(34) O=C(NCc1ccc(Cl)cc1)c1ccc(Br)o1
    -10 | -18 | 3 | -3 | 1.0 | 19 | -2 | 102 | -1 | 100
(35) CC(C)(C)C(=O)N(CCN(C(=O)C(C)(C)C)c1ccccc1)c1ccccc1
    -10 | -31 | 0 | -1 | -3.6 | 4 | -6 | 90 | nt | 87
(36) COc1ccc(C2C(C(=O)c3cccs3)=C(O)C(=O)N2c2nncs2)cc1 (centres undefined)
    -13 | -25 | 4 | nt | 0.2 | 13 | -6 | 103 | 1 | 108
(37) CC1(C)C(c2cccs2)=[N+]([O-])C2(CCCCC/C2=N\NC(N)=S)N1O (centres undefined)
    0 | 12 | 1 | 19 | -1.8 | 0 | -10 | 87 | 0 | 92
(38) Nc1nnc(-c2cc3ccccc3oc2=O)s1
    -24 | 9 | 2 | -15 | -1.1 | 7 | 17 | 75 | 0 | 81
(39) C=CCn1c(NC(=O)c2ccc(C)cc2)c(C#N)sc1=N
    -14 | 3 | -1 | 4 | 1.4 | 28 | 0 | 98 | -1 | 87
(40) CSc1nsc(SC)c1NC(=O)OCc1ccccc1
    -19 | -30 | 3 | 2 | -2.7 | 21 | 8 | 61 | 5 | 69
(41) O=C1C(=C(c2ccccc2)c2ccccc2)Nc2ccccc21
    5 | -18 | -7 | -28 | -4.6 | 30 | -6 | 48 | 0 | 53
(42) c1ccc(CSc2nnc(-c3ccncc3)o2)cc1
    -27 | 11 | 0 | -15 | -3.9 | 8 | 5 | 85 | 2 | 72
(43) CSC1=C(C#N)C(c2cccc(Br)c2)CC(=O)N1 (centres undefined)
    1 | -31 | 1 | -19 | -3.1 | 6 | 12 | 85 | nt | 77
(44) C/C(O)=c1/ccc2cccc3nc(C)nc1c23
    -30 | 69* | 0 | -17 | -4.3 | 113* | -11 | 83 | 5 | 79
(45) O=C(COc1ccc(Cl)cc1)N1CCN(c2ccc([N+](=O)[O-])c(N3CCOCC3)c2)CC1
    0 | -11 | 4 | nt | -5.2 | 8 | -6 | 75 | -3 | 72
(46) COc1ccc(CCN2C(=O)C3C4C=CC(C3C2=O)C2C(=O)N(CCc3ccc(OC)c(OC)c3)C(=O)C42)cc1OC (centres undefined)
    -5 | -13 | 3 | -6 | -3.7 | 12 | -6 | 53 | -1 | 56
(47) Cc1cc(C)c(OCCCCCNCCO)c(C)c1
    -6 | -37 | 4 | 16 | -2.9 | 4 | -7 | 81 | -1 | 82
(48) CCOC(=O)C1=C(c2ccccc2)OC(N)=C(C#N)C1C(C)C (centres undefined)
    -1 | -4 | 1 | nt | -0.8 | 15 | 13 | 93 | 0 | 102
(49) O=C(Nc1nncs1)c1ccc(N2C(=O)C3C4C=CC(C4)C3C2=O)cc1 (centres undefined)
    -2 | -36 | 1 | nt | -0.7 | 15 | 4 | 96 | 0 | 88
(50) C#CCOCCOCCOCCNc1nc(N2CCN(C(=O)[C@H]([C@@H](C)CC)n3cc(CCCN=C(N)N)nn3)CC2)nc(N2CCN(C(=O)[C@H](CCCCN)n3cc(CCCC)nn3)CC2)n1
    1 | -16 | 1 | -13 | -2.1 | 14 | -8 | 95 | nt | 91
(51) Cc1cccc(Cc2nnc(NC(=O)c3cccc(S(=O)(=O)N4CCOCC4)c3)s2)c1
    0 | -40 | 0 | -14 | -3.6 | 10 | -1 | 96 | -5 | 97
(52) Cc1c(C(=O)CN2CCOCC2)[nH]c2ccccc12
    -13 | 4 | -1 | 19 | -1.6 | 13 | 4 | 101 | -1 | 98
(53) COc1ccccc1NC(=O)c1ccc(CN(c2cc(Cl)ccc2C)S(=O)(=O)c2ccccc2)cc1
    -6 | -58 | 1 | nt | -0.5 | -1 | -4 | 63 | -1 | 65
(54) CCCS(=O)(=O)c1c(S(=O)(=O)CCC)c2c3ccccc3ccn2c1C(N)=O
    -22 | -17 | 1 | 2 | -1.5 | 8 | -10 | 116 | -2 | 100
(55) COCCCNC(=O)c1ccc(Cn2c(=O)c3ccccc3n(Cc3ccc(C)cc3)c2=O)cc1
    -8 | -57 | -1 | -8 | -0.9 | 20 | -3 | 70 | -1 | 69
(56) COc1cccc(-n2c(=O)c3cc(OC)c(OC)cc3n(CC(=O)Nc3cc(C)[nH]n3)c2=O)c1
    -1 | -11 | 3 | nt | -1.7 | 4 | -17 | 89 | -13 | 89
(57) Fc1ccc(C[n+]2csc3ccccc32)cc1
    -17 | 7 | 3 | 16 | -2.9 | 8 | 8 | 98 | nt | 95

Assay outcomes as filed in PubChem BioAssay.
